EPAC2 ag = activates human EPAC2 exchange factor; EPAC2 activation, biochemical qHTS; response scale: 100% = 6.5 mM cAMP response; 0.079% of 360,000 active; Potency, µM (series often up to 154 µM), for inactives: at the highest dose activation, actives largely listed as activators; Q8WZA2; further: potency means the concentration at half of the fitted maximal effect; nearly all actives have a fitted effect of over 50% in size
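In this primary screen, activation is scored as increased exchange of BODIPY-GDP from Rap1B by 100 nM EPAC2, with 50 uM GDP as competitor. Signal is normalized to the 6.5 mM cAMP agonist control.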
EPAC1 agonist = EPAC1 (human) agonism. 0.073% of 360,000 active. AID 720707. Potency, µM (highest dose often 154 µM), for the others: at the highest dose activation, most hits filed as activators. EPAC1 agonist qHTS, biochemical assay; response scale: 100% = response to 6.5 mM cAMP; further: potency means the concentration at half of the fitted maximal effect; nearly all actives have a fitted effect of over 60% in size
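Read-out is the fluorescence drop as BODIPY-GDP leaves Rap1B (480 nm excitation, 540 nm emission), recorded every 5 minutes over 30 minutes. Reactions held 100 nM EPAC1, 250 nM Rap1B–BODIPY-GDP and 50 uM GDP, with 6.5 mM cAMP setting full activation.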
IL2 activator = IL-2 activation | IL-2 activation reporter assay, cell-based qHTS; stimulated with anti-CD3/CD4/CD28 beads; in transgenic mouse T cells | activation, % (series mostly up to about 46 µM) | 0.065% of 360,000 active | AID 652025; in the data active means activation above about 50%; inconclusive means mostly about 30% to 49%; further: 0% is about no effect
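Unstimulated transgenic mouse T cells preincubated 60 min with compound, then stimulated with anti-CD3/anti-CD4-coated beads plus anti-CD28 for 18 h at 37 degrees C. IL-2 response read as EGFP and DsRed fluorescence by plate cytometry.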
WRN helicase inh = inhibitors of human WRN helicase. WRN helicase unwinding, fluorescent forked duplex, kinetic. Potency, µM (doses to about 114 µM), inactives show top-dose activity change, negative = inhibition, hits mostly inhibitors. 0.46% of 360,000 active; further: potency means the concentration at half of the fitted maximal effect; on the % scale 0 is the no-effect control and ±100 the full control effect; nearly all actives have a fitted effect of over 55% in size
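Fluorescence dequenching readout, ex 525 nm/em 598 nm, kinetic mode: forked duplex DNA (100 nM final) with adjacent fluorophore and quencher unwound by WRN (20 nM final) with 2 mM ATP. Compound preincubation 15 min, room temperature.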
PI5P4Ka inh = blocks human PI5P4K alpha kinase activity | PI5P4Kalpha enzyme, ADP-Glo luminescence, 60 min; active compounds read low | max response, % | 1.2% of 330,000 active | P48426; active means max response of -50% or lower; inconclusive means between -30% and -50%; inactive means -30% or higher; further: value at the top dose of about 77 µM; on the % scale 0 is the no-effect control and ±100 the full control effect
Target sequence (P48426 whole entry, looked up): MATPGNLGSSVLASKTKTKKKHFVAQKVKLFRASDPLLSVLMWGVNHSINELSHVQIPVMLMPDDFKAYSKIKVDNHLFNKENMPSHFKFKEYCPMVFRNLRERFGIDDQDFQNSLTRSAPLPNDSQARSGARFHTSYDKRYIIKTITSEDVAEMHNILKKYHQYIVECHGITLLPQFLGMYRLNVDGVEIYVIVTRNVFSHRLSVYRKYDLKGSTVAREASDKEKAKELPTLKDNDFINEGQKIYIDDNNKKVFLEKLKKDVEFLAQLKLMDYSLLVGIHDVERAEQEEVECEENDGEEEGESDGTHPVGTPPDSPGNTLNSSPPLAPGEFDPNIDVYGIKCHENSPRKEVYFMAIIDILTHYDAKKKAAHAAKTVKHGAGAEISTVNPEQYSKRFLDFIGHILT
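Human PI5P4Kalpha with substrate in 0.038 M HEPES pH 7.4, 0.28 mM EGTA, 0.1% CHAPS, 5% DMSO; reaction started with 5 microM ATP (final), 60 min at room temperature. ADP formed read by ADP-Glo luminescence.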
PLK1 PBD block = PLK1 (human) polo-box domain binding inhibition; 2.8% of 360,000 active; Plk1 PBD binding of FITC phosphopeptide, fluorescence polarization; Potency, µM, for inactives: max response, negative = inhibition, actives largely listed as inhibitors; P53350; further: potency means the concentration at half of the fitted maximal effect; series mostly up to about 57 µM; on the % scale 0 is the no-effect control and ±100 the full control effect; nearly all actives have a fitted effect of over 65% in size
Target sequence (P53350 whole entry, looked up, the tested form may be a part): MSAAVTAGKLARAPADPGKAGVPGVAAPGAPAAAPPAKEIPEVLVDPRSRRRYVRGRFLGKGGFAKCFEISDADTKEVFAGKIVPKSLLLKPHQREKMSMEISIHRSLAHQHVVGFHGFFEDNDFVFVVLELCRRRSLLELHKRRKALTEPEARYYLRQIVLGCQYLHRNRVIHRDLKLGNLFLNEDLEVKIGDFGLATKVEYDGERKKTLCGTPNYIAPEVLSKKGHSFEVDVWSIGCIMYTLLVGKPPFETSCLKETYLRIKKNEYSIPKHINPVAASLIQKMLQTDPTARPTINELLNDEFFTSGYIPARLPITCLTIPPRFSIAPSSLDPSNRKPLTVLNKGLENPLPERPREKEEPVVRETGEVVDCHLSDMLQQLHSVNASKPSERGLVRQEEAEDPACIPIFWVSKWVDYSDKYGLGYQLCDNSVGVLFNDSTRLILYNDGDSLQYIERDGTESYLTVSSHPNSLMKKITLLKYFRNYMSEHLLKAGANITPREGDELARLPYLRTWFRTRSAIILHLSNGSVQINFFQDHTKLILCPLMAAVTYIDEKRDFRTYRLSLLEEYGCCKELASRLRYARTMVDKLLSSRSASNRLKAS
EPAC1 antag = antagonists of human EPAC1; EPAC1 GEF assay, Rap1b-BODIPY-GDP exchange fluorescence; AID 720709; Potency, µM (series often up to 115 µM), for the others: at the top dose activity change, negative = inhibition, most hits filed as inhibitors; 0.14% of 360,000 active;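 further: potency means the concentration at half of the fitted maximal effect; plate controls were vehicle for no effect and positive control for full effect; nearly all actives have a fitted effect of over 50% in size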
CCT modulator = modulators of cytosolic chaperonin (CCT/TRiC) activity; purified chaperonin ATPase assay, HTRF ADP detection, 30 min; 0.3% of 360,000 active; AID 651819; activity change, % (concentration not given with the values), hits read low; in the data active means activity change below about -30%; further: on the % scale 0 is the no-effect control and ±100 the full control effect
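TRiC (40 or 20 nM final, by batch activity) in 30 mM Tris pH 7.4, 100 mM KCl, 5 mM MgCl2, 1 mM DTT was treated with compound at 76 uM single dose, then 10 uM ATP, 30 min at 37 °C. ADP was read by HTRF Transcreener.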
The depositor's hits bear a star; u = inconclusive; x = not tested or not shown; [ ] = another dose, or the depositor's remark. Unless noted, the call rests on the fitted dose curve; in most records, active means well fitted curve in the direction sought with a large enough effect; inconclusive means small, poorly fitted or top-dose-only effect, or another doubt; inactive means no such curve, though single readings can be large; an effect the other way counts as inactive or inconclusive. This is a subset. The share of hits here may be higher or lower than overall.

SMILES	EPAC2 ag	EPAC1 agonist	IL2 activator	WRN helicase inh	PI5P4Ka inh	PLK1 PBD block	EPAC1 antag	CCT modulator
Cc1sc2ncnc(N3CCC(C(=O)N(C)CC(=O)Nc4ccccc4Br)CC3)c2c1C	-1%	10%	-4.0	-24%	7	-3%	-8%	-2.0
Cc1cc(C(=O)NNC(=S)NC(C)c2ccccc2)cs1 (stereo not drawn)	11%	-7%	-0.7	19%	-1	-4%	2%	-1.0
Cc1cccc(C2c3[nH]c4ccccc4c3CCN2Cc2ccc(C)s2)n1 (stereo not drawn)	0%	9%	0.7	-2%	9	-2%	7%	-1.2
O=C1COc2ccc(C(=O)CSc3nnc(Cc4cccs4)n3-c3ccc(Cl)cc3)cc2N1	4%	6%	-0.4	-11%	x	-12%	4%	-2.3
Cn1c(CCN2CCCCC2)nc2cc(NC(=O)COc3ccc(Cl)cc3)ccc21	1%	0%	-1.7	-4%	3	-12%	4%	-1.4
O=C1NC2(CCCCC2)CO1	-2%	-6%	0.9	1%	-17	2%	0%	-0.5
CN(C)CCCN(C(=O)COc1ccccc1)c1nc2ccc(Cl)cc2s1	8%	-2%	0.1	0%	3	-7%	-8%	-2.0
CC(C(=O)Nc1ccccc1-c1ccccc1)N1CCN(C(=O)c2ccccc2)CC1 (stereo not drawn)	-6%	-4%	-0.6	-11%	0	-4%	10%	0.0
CCCNC(=O)Cn1c(=O)/c(=C\c2ccc(-c3ccc([N+](=O)[O-])cc3)o2)s/c1=C\C(=O)C(C)(C)C	-26%	6%	u	-3%	3	46%[activator]	34%[activator]	0.1
O=C(NCCN1C(=O)S/C(=C\c2ccc(Cl)cc2)C1=O)C1=COCCO1	5%	9%	-2.9	-28%	4	-9%	11%	-1.3
Cn1cccc1Cc1nnc(SCC(=O)Nc2ccc(Cl)cc2)n1-c1ccc(F)cc1	7%	3%	0.0	1%	-1	-4%	u	0.5
CC(C)Cn1c(SCC(=O)O)nnc1-c1cccc(S(=O)(=O)N2CCOCC2)c1	2%	-4%	-0.2	0%	-4	-4%	-16%	-1.1
C[C@@H]1C=C[C@](Cc2ccccc2)(C(=O)O)N1C(=O)c1ccccc1	16%	-9%	2.9	5%	3	-11%	-5%	-1.9
C[C@H](NC(=O)c1ccc(Cl)cc1)C(=O)NCCc1ccc(S(N)(=O)=O)cc1	15%	12%	4.3	2%	0	-3%	-7%	-1.8
Cc1ccc(S(=O)(=O)CC(=O)Nc2ccc(S(=O)(=O)Nc3ccccn3)cc2)cc1	5%	-6%	-0.1	8%	0	0%	5%	0.4
CC1(c2nnnn2Cc2ccccc2)CCC(=O)N1CCc1ccc(O)cc1 (stereo not drawn)	3%	-3%	0.0	0%	-2	-4%	10%	0.1
COc1ccc(N2C(=O)C3CCCN3C2c2cccc(C)c2)cc1 (stereo not drawn)	6%	17%	-2.7	-10%	3	-4%	32%[activator]	-1.7
CCC(C)NC(=O)N1c2ccccc2Sc2ccccc21 (stereo not drawn)	11%	2%	0.3	3%	3	-12%	-25%	0.4
CN(C)C1=NCCN1CC1CCCCCC1	13%	2%	0.4	2%	-3	-11%	0%	2.2
O=C(COC(=O)/C=C/c1cccc(Br)c1)NC1CCCC1	3%	-1%	0.7	6%	-2	-8%	2%	0.2
CCN1C(=O)/C(=C/C2=Cc3ccccc3OC2C)SC1=S (stereo not drawn)	6%	7%	-4.3	4%	-9	4%	8%	-3.2
Cn1c(CN2CCCC(C(=O)c3ccc4c(c3)OCO4)C2)nc2ccccc21 (stereo not drawn)	4%	4%	0.1	8%	0	-4%	1%	-4.7
Cc1ccc(CNC(=O)Cn2cnc3c(NC(=O)OCc4ccccc4)ncnc32)o1	3%	-9%	-0.9	-2%	-1	-14%	-5%	-1.4
CN(CC(=O)Nc1cccc(F)c1)C(=O)c1ccccc1Cc1ccccc1	4%	9%	0.3	-15%	1	-1%	-29%	3.3
O=C(COC(=O)Cc1ccc(Cl)cc1Cl)NCCC1=CCCCC1	-1%	0%	-2.9	0%	6	1%	-6%	0.4
Cc1cc(C)c(C#N)c(SCC(=O)c2cccs2)n1	-4%	0%	-2.3	-22%	-2	-7%	2%	0.8
O=C(COC(=O)CCc1ccccc1)NC(c1ccccc1)c1ccccc1	12%	8%	1.4	-18%	8	0%	u	2.8
Cc1cc(=O)oc2c(C)c(OCC(=O)NCCCN3CCOCC3)ccc12	4%	-6%	-3.0	-2%	5	-5%	-24%	0.7
O=C(Cn1c2[n+](c3ccccc31)CC(O)CS2)c1ccccc1 (stereo not drawn)	-3%	-2%	1.2	-9%	-4	-2%	5%	-0.3
Cc1nc(CCNC(=O)CC2C(=O)NCCN2CC(C)C)nc2c1CCC2 (stereo not drawn)	-2%	3%	1.0	-18%	-9	-6%	4%	-0.1
CC1CN(C(=O)COC(=O)c2cc([N+](=O)[O-])ccc2Cl)CC(C)O1 (stereo not drawn)	3%	5%	-1.2	-4%	-2	-2%	0%	0.1
CC1(C(=O)NS(=O)(=O)c2ccc(C#N)cc2)CCN1C(=O)Cc1ccc(-c2ccccc2)cc1 (stereo not drawn)	4%	-7%	0.1	-2%	0	-7%	0%	1.3
Cc1ccc(CC(NC(=O)c2ccccc2)C(=O)NC(C)C(=O)O)cc1 (stereo not drawn)	10%	7%	-1.7	-4%	x	-2%	-1%	-1.2
C[C@H]1COC(=O)[C@H](CC(=O)OC(C)(C)C)C/C=C\C[C@@H](CC(=O)N[C@H](CO)Cc2ccccc2)C(=O)N1	-1%	7%	0.2	16%	-4	-7%	0%	-3.1
Cc1ccc2cc3c(NC(=O)c4ccco4)nn(C)c3nc2c1	8%	6%	-4.7	-15%[57.1 µM]	3	-12%	2%	-2.3
CC(=O)C[C@@H](O)CC(=O)[C@@H]1OC(=O)CCCCC/C=C/Cc2ccccc21	6%	-23%	-0.3	5%	-6	-12%	13%	1.2
COc1nc(-c2ccccc2)cc(-c2ccc(OC)c(OC)c2)n1	13%	14%	-2.7	-11%	x	1%	3%	0.7
COc1ccc2c(-c3ccccc3)cc(N3CCOCC3)nc2c1	-19%	10%	-0.6	-18%	7	-5%	0%	-2.2
COCCOC(=O)c1sc(=S)n(CCOC)c1N	14%	9%	-0.4	u	x	24µM*	-3%	-2.6
COc1ccc(-c2noc(CCCC(=O)NCC3CCCO3)n2)cc1 (stereo not drawn)	3%	0%	-1.4	3%	-3	2%	-4%	0.1
C[C@@H]1CN([C@@H](C)CO)C(=O)CCCn2nncc2CO[C@H]1CN(C)S(=O)(=O)c1ccc(C#N)cc1	7%	5%	1.6	0%	6	-21%	18%	0.8
COc1ccc(CCC(=O)N(C)CC(=O)Nc2cc(C)ccc2C)cc1	4%	-5%	1.9	8%	0	-3%	-3%	-0.5
N#Cc1c(N)n(-c2cccc(O)c2)c2nc3ccccc3nc12	2%	-1%	-0.3	6%	-6	3%	6%	1.1
CC(C)NC(=O)C1(C)CCN1Cc1ccc(Cl)cc1 (stereo not drawn)	4%	5%	-0.6	0%	6	2%	-2%	1.0
O=C(COC(=O)c1cccs1)NCCCc1ccccc1	9%	-5%	1.0	2%	1	8%	-4%	-3.1
COc1ccc(CNC(=O)CN(c2ccc(OC)cc2)S(=O)(=O)c2c(C)nn(C)c2C)cc1	-4%	-7%	0.7	-1%	-6	5%	4%	-1.0
COc1ccc(C(=O)NC(=S)NNC(=O)c2ccc3ccccc3n2)cc1	u	0%	2.9	1%	u	-18%	10%	-2.3
O=c1cc(O)nc(SCc2ccccc2)n1-c1ccc(Cl)cc1	6%	-1%	-1.5	-14%[57.1 µM]	u	-22%	u	-1.2
CCc1nc(N2CCCC2C(=O)O)c2oc3ccccc3c2n1 (stereo not drawn)	4%	17%	1.0	-2%	5	-4%	-20%	-1.8
CCCCn1c(N)c(N(Cc2ccccc2OC)C(=O)CSCC(=O)Nc2ccc(C)cc2)c(=O)[nH]c1=O	-12%	-7%	-4.0	1%	1	5%	1%	-3.0

11 entries already listed, arranged by number of heavy atoms, smallest number first:
SMILES	EPAC2 ag	EPAC1 agonist	IL2 activator	WRN helicase inh	PI5P4Ka inh	PLK1 PBD block	EPAC1 antag	CCT modulator
COCCOC(=O)c1sc(=S)n(CCOC)c1N	14%	9%	-0.4	u	x	24µM*	-3%	-2.6
CC(C)NC(=O)C1(C)CCN1Cc1ccc(Cl)cc1 (stereo not drawn)	4%	5%	-0.6	0%	6	2%	-2%	1.0
O=C(COC(=O)c1cccs1)NCCCc1ccccc1	9%	-5%	1.0	2%	1	8%	-4%	-3.1
N#Cc1c(N)n(-c2cccc(O)c2)c2nc3ccccc3nc12	2%	-1%	-0.3	6%	-6	3%	6%	1.1
COc1nc(-c2ccccc2)cc(-c2ccc(OC)c(OC)c2)n1	13%	14%	-2.7	-11%	x	1%	3%	0.7
COc1ccc(-c2noc(CCCC(=O)NCC3CCCO3)n2)cc1 (stereo not drawn)	3%	0%	-1.4	3%	-3	2%	-4%	0.1
COc1ccc(CCC(=O)N(C)CC(=O)Nc2cc(C)ccc2C)cc1	4%	-5%	1.9	8%	0	-3%	-3%	-0.5
COc1ccc(C(=O)NC(=S)NNC(=O)c2ccc3ccccc3n2)cc1	u	0%	2.9	1%	u	-18%	10%	-2.3
COc1ccc(CNC(=O)CN(c2ccc(OC)cc2)S(=O)(=O)c2c(C)nn(C)c2C)cc1	-4%	-7%	0.7	-1%	-6	5%	4%	-1.0
C[C@@H]1CN([C@@H](C)CO)C(=O)CCCn2nncc2CO[C@H]1CN(C)S(=O)(=O)c1ccc(C#N)cc1	7%	5%	1.6	0%	6	-21%	18%	0.8
CCCCn1c(N)c(N(Cc2ccccc2OC)C(=O)CSCC(=O)Nc2ccc(C)cc2)c(=O)[nH]c1=O	-12%	-7%	-4.0	1%	1	5%	1%	-3.0

(cont.)
SMILES	EPAC2 ag	EPAC1 agonist	IL2 activator	WRN helicase inh	PI5P4Ka inh	PLK1 PBD block	EPAC1 antag	CCT modulator
Cc1cc(C(=O)Nc2cccc(O)c2)co1	-7%	17%	0.6	-2%	-1	-6%	-7%	-1.2
CN(C(=O)C(=O)c1cn(CC(=O)N2CCCC2)c2ccccc12)C1CCCCC1	2%	4%	0.5	-19%	-1	-1%	-17%	-0.3
O=C(CSc1nnc2ccc(-c3cccnc3)nn12)Nc1ccccc1	4%	6%	0.8	-8%	5	-10%	-3%	-3.9
C1=CC2CCC1ON2c1ccccc1 (stereo not drawn)	-5%	-3%	-2.5	3%	2	-1%	6%	2.6
